NOD1 NF-kB reporter – inhibition of NOD1-driven NF-kB reporter – cell-based, luminescence, uHTS, primary screen (AID 1578); NOD1-driven NF-kB luciferase reporter cells, luminescence; higher % means a stronger effect; 290,000 tested, 1% active; inhibition, % at 4 µM, or EC50 in µM where a hit was titrated; in the data active = inhibition mostly above about 36%, no sharp cut-off; inactive = mostly below about 34%;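 also: HEK-293T reporter cells stimulated with the NOD1 agonist gamma-tri-DAP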
AID2073 – inhibitors of Mint1-CaV2.2 protein interaction, biochemical, HTRF (AID 2073) | HTRF protein-protein interaction, Mint1-CaV2.2; higher % means a stronger effect | inhibition, % at 20 µM, or IC50 in µM where a hit was titrated | 290,000 tested, 0.19% active; in the data active = inhibition mostly above about 51%, no sharp cut-off; inconclusive = no clear call, values can overlap the other calls; inactive = mostly below about 53%; also: some results filed as inactive read as strong as hits
KOR beta-arrestin-1 – kappa opioid receptor blockers – cell-based, luminescence, uHTS (AID 1778) | KOR beta-arrestin recruitment, luminescence, antagonist mode; higher % means a stronger effect | inhibition, % at 10 µM; hits with a dose series show IC50 in µM | 290,000 tested, 0.091% active; also: strong numbers were not always called active
KOR beta-arrestin-2 – KOR agonists, beta-arrestin recruitment, primary screen, cell-based, luminescence, uHTS (AID 1777); KOR beta-arrestin recruitment, luminescence; higher % means a stronger effect; activation, % at 10 µM, or EC50 in µM where a hit was titrated; 280,000 tested, 0.02% active; in the data active = activation above about 50%, passing the limit was not always enough; also: a part of the inactive calls stands beside numbers as strong as those of hits
NOD2 inhibition – NOD2 signaling inhibitors, cell-based, luminescence, uHTS, HEK293 (AID 1566) | 290,000 tested, 0.63% active | one-dose inhibition, % at 4 µM; EC50 in µM for titrated hits | HEK293 NOD2/NF-kB luciferase reporter, luminescence; higher % means a stronger effect; also: many of its hits are not listed in these tables
West Nile antiviral – West Nile virus antiviral activity, cell-based, CPE readout (AID 1621) | West Nile virus-infected cells, CPE inhibition; higher % means a stronger effect | 290,000 tested, 0.02% active | one-dose CPE inhibition, % at 10 µM; IC50 in µM for titrated hits; in the data active = a potency from the dose series; inconclusive = CPE inhibition mostly from about 3.7% at the one dose, without a potency; inactive = the rest, 99 in 100 with CPE inhibition below about 2.2%; also: strong numbers were not always called active
Yfh1-depleted yeast – enhancers of respiration in Yfh1-depleted yeast, dose response, Friedreich's ataxia, plus single-dose screen (AID 1465) | S. cerevisiae Yfh1-off respiration, WST-1 reduction, 72 h; higher fold induction means a stronger effect | fold induction at 50 µM; hits with a dose series show EC50 in µM | 220,000 tested, 0.074% active;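 active = fold induction of absorbance versus untreated yeast above a set limit, then at least 30% activation at any dose in follow-up; inconclusive = repeats straddling the limit, or above it without dose testing; inactive = fold induction below the set limit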;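 also: activators that raise dye reduction in frataxin-depleted yeast; strong numbers were not always called active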
HIV fusion peptide – cell-free HIV fusion peptide-binding blockers – biochemical, uHTS, fluorescence dequenching, primary screen (AID 1986); cell-free peptide binding, fluorescence dequenching, 30 min; higher % means a stronger effect; inhibition, % at 20 µM; hits with a dose series show IC50 in µM; 290,000 tested, 0.3% active; in the data active = inhibition mostly above about 52%, no sharp cut-off; inactive = mostly below about 76%; also: some results filed as inactive read as strong as hits
Dengue-2 NS5 capping – Dengue-2 NS5 methyltransferase inhibitors, primary screen, biochemical, confirmation dose response (AID 588689). 340,000 tested, 0.3% active. Dengue-2 NS5 methyltransferase capping enzyme assay, biochemical; higher % means a stronger effect. inhibition, % at 25 µM, or IC50 in µM where a hit was titrated; in the data active = a potency from the dose series; inconclusive = inhibition above about 29% without an active follow-up result
Dengue-2 NS5 capping pilot replicate – second read-out of Dengue-2 NS5 capping, no call of its own (marks repeat the call); inhibition, %; measured here: pilot screen replicate inhibition
Active calls of the source: *; i = inactive; u = inconclusive; x = not tested or not shown; [ ] = remark or other dose. Rule as the data show it, unless noted: active = inhibition above about 50%; inactive = the rest. Only part of the results is shown; count on the stated rates, not on these rows.

SMILES	NOD1 NF-kB reporter	AID2073	KOR beta-arrestin-1	KOR beta-arrestin-2	NOD2 inhibition	West Nile antiviral	Yfh1-depleted yeast	HIV fusion peptide	Dengue-2 NS5 capping	others
CN(C(=O)c1ccco1)c1nnc(C23CC4CC(CC(C4)C2)C3)s1	-22%	2%	0%	-1.4%	-30%	0.0%	i	-1.8%	-2%
CSc1ccc(S(=O)(=O)NC2CCCCC2)cc1	0%	1%	-26%	0.0%	5%	-0.2%	i	-1.1%	0%
Cc1cc(C(=O)COc2nncc3ccccc23)c(C)n1C	-10%	-2%	-1%	-0.8%	12%	0.3%	i	-2.8%	2%
Cc1ccsc1C(=O)NC(C)c1ccc2c(c1)OCO2 (configuration not stated)	-26%	u	0%	-5.0%	6%	-0.1%	i	0.0%	0%	Dengue-2 NS5 capping pilot replicate=1.5
O=C(Nc1ccc(OCC(=O)N2CCOCC2)cc1)c1ccccc1Cl	-29%	7%	16%	0.5%	-2%	-0.3%	x	2.0%	2%
Cc1cc(C)c(C(=O)COC(=O)c2cccc(S(=O)(=O)NCc3ccccc3)c2)cc1C	6%	0%	-27%	9.0%	-2%	0.3%	i	2.1%	0%
COC(=O)c1ccc(/C=N/Nc2nc(-c3ccccc3)cs2)cc1	-21%	18%	13%	-5.0%	1%	0.0%	i	-1.0%	-1%
O=C(N/N=C/c1cc(Br)c(O)c(Br)c1O)c1cccnc1	-2%	5%	-7%	-3.4%	45%	0.2%	x	10%	-9%
O=C(CN1CCN(C(c2ccccc2)c2ccccc2)CC1)N1CCOCC1	-9%	-5%	-4%	6.9%	-11%	-0.4%	i	-3.3%	-3%
CC(C)=N/N=C(/c1ccc([N+](=O)[O-])cc1)C12CN3CN(CN(C3)C1)C2	-5%	6%	7%	-7.0%	14%	0.5%	i	4.2%	-5%
Cc1cc(C)c2c(C)nn(-c3ccccc3)c2n1	-4%	10%	24%	-7.6%	7%	1.2%	i	1.3%	0%
Cc1ccc(C(=O)NC(=S)NNC(=O)c2cccc([N+](=O)[O-])c2)cc1	-16%	-24%	16%[20 µM]	-1.3%	25%	1.0%	x	7.8%	4%
CCC(C)NC(=O)COc1ccccc1[N+](=O)[O-] (configuration not stated)	-34%	0%	37%	2.4%	-1%	0.2%	i	-0.6%	-5%
CCc1cccc(NC(=O)c2ccc3c(=O)n4c(nc3c2)CCCCC4)c1	3%	2%	23%	-2.3%	6%	0.2%	i	-0.7%	-12%
Cc1c(NC(=O)COc2c(F)c(F)c(F)c(F)c2F)c(=O)n(-c2ccccc2)n1C	-18%	-17%	5%	-5.1%	13%	-0.8%	x	-1.2%	4%

2 compounds drawn at random from those above:
SMILES	NOD1 NF-kB reporter	AID2073	KOR beta-arrestin-1	KOR beta-arrestin-2	NOD2 inhibition	West Nile antiviral	Yfh1-depleted yeast	HIV fusion peptide	Dengue-2 NS5 capping	others
Cc1cc(C)c(C(=O)COC(=O)c2cccc(S(=O)(=O)NCc3ccccc3)c2)cc1C	6%	0%	-27%	9.0%	-2%	0.3%	i	2.1%	0%
Cc1cc(C)c2c(C)nn(-c3ccccc3)c2n1	-4%	10%	24%	-7.6%	7%	1.2%	i	1.3%	0%

Carrying on:
SMILES	NOD1 NF-kB reporter	AID2073	KOR beta-arrestin-1	KOR beta-arrestin-2	NOD2 inhibition	West Nile antiviral	Yfh1-depleted yeast	HIV fusion peptide	Dengue-2 NS5 capping	others
Cc1cccc(C)c1N1C(=O)CC(N2CCSCC2)C1=O (configuration not stated)	8%	9%	12%	5.6%	-9%	0.2%	i	-2.3%	-1%
CN(C(=O)CCc1nc2ccccc2s1)c1ccccc1	-8%	3%	-22%	-1.6%	-2%	-0.6%	i	-0.2%	-2%
Nc1nc(-c2cccs2)cs1	17%	-7%	28%	-1.3%	-12%	0.6%	i	7.9%	-3%
Cc1occc1-c1nnc(SCC(=O)NC2CC2)n1C(C)C	-15%	-4%	-15%	3.6%	-5%	1.0%	x	-0.1%	-1%
COCCCNC(=S)N1CCCN(c2nc3c(C)c(C)ccc3cc2C#N)CC1	-30%	44%	-58%[20 µM]	x	14%	-0.4%	i	1.5%	1%
CC12CCCc3c(O)cc(=O)n(c31)-c1ccccc12 (configuration not stated)	-6%	16%	-5%	1.9%	36%	0.4%	i	-1.7%	-5%
COc1ccc(NC(=O)NCCN2CCN(c3ccc(C)cc3)CC2)c(Cl)c1	-18%	-5%	-24%[20 µM]	2.8%	3%	-0.9%	x	-0.7%	1%
C(/CCc1ccccc1)=N\Nc1nc2ccccc2[nH]1	-63%	-11%	-47%	4.3%	-71%	-0.3%	i	-2.0%	-8%
Cc1ccc(OCCN(C)C)c([N+](=O)[O-])c1	-18%	-4%	6%	1.6%	15%	0.0%	i	-0.1%	-1%
Cc1ccc(OCC(O)CN2CCC(Cc3ccccc3)CC2)c(C)c1 (configuration not stated)	-16%	-5%	-20%	4.1%	-5%	-0.1%	x	-0.1%	-10%
CCN(CC)S(=O)(=O)c1ccc(C)c(NC(=S)N2CCN(C/C=C/c3ccccc3)CC2)c1	18%	-25%	-24%	3.4%	19%	-2.0%	i	-0.6%	-9%
Cc1ccc(CN2CCN(/N=C/c3cccs3)CC2)cc1	-35%	-3%	17%	7.7%	10%	0.2%	i	0.0%	-1%
CC1=Nc2ccccc2N=C(NC(=O)CSC(=S)N2CCCCC2)C1c1ccccc1 (configuration not stated)	-1%	-15%	13%	5.0%	-16%	-0.7%	i	-0.4%	-7%
CN1C(=O)CC(C(=O)O)SC1=Nc1cccc(C(F)(F)F)c1 (configuration not stated)	-34%	6%	14%	-1.0%	12%	0.5%	i	1.8%	-3%
CCn1nc(NC(C)=O)c2cc3ccc(C)cc3nc21	0%	17%	20%	-4.5%	15%	-0.5%	x	2.1%	0%
COc1ccc(OC)c(C2NC(=O)NC(C)=C2C(=O)OCc2ccccc2)c1 (configuration not stated)	-34%	-5%	-2%	0.6%	-16%	-0.6%	x	-1.6%	-1%	Dengue-2 NS5 capping pilot replicate=-0.9
CCC(=O)N1CCc2cc(Br)cc(S(=O)(=O)CC(=O)OC)c21	-11%	-48%	-23%	4.8%	14%	-0.2%	i	0.4%	-3%
O=C(O)c1cnn2c(-c3ccccc3)ccnc12	-15%	31%	-21%[20 µM]	-1.4%	12%	-0.3%	x	-1.1%	x
O=C(Nc1ccc(NC(=O)C2CC2)cc1)c1cccs1	-35%	5%	-79%	1.7%	-33%	-0.6%	x	1.2%	-2%
COC(=O)N1C(=O)[C@](c2ccccc2)(C2CCCC2)N1C(=O)OC	-6%	0%	9%[20 µM]	0.7%	31%	0.0%	x	0.1%	-3%
Cc1nn(Cc2ccc(Cl)c(Cl)c2)c(C)c1NC(=O)c1cc(CC(C)C)on1	-13%	40%	2%	-0.5%	11%	0.1%	i	-2.2%	-2%
O=C(Nc1nnc(S(=O)(=O)N2CCCCCC2)s1)c1ccccc1Cl	-31%	16%	-32%[20 µM]	3.2%	4%	-0.2%	x	9.3%	0%
CCCCc1ncc(CN2CCC(n3nccc3NC(=O)c3ccccc3OC)CC2)[nH]1	11%	42%	-28%	4.8%	17%	-0.3%	x	1.6%	5%
O=C(CSc1nnnn1-c1ccc(F)cc1)Nc1ccccc1F	24%	-3%	-15%	0.8%	6%	-0.5%	x	2.8%	1%
CCOc1ccccc1OCC(=O)OCC(=O)NNC(=O)c1ccc([N+](=O)[O-])cc1	-18%	-3%	-6%	-2.0%	10%	-0.2%	x	1.3%	-5%
O=C(CCCn1c(SCc2cc(=O)n3ccccc3n2)nc2ccccc2c1=O)NCC1CCCO1 (configuration not stated)	-24%	7%	21%	-0.6%	3%	0.6%	i	0.4%	1%
COc1ccc(/C=N/NC(=O)c2ccc(NC(=O)c3cccc([N+](=O)[O-])c3)cc2)c(OC)c1	-12%	38%	-38%	2.1%	2%	-0.1%	i	-1.9%	-4%
Cc1noc(C)c1S(=O)(=O)N1CCCC(C(=O)Nc2cccnc2)C1 (configuration not stated)	1%	46%	-14%	-1.8%	2%	-0.1%	i	-0.4%	4%
Cc1ccc(C(=O)NC2CCN(CC(=O)Nc3c(C)cc(C)cc3C)CC2)cc1	-14%	6%	-40%[20 µM]	-2.5%	5%	-1.0%	x	1.0%	-8%
COc1ccc(-c2nc(CS(=O)CC(=O)NC3CCCCC3)c(C)o2)cc1OC (configuration not stated)	-3%	16%	11%	6.0%	15%	-0.2%	x	-2.6%	1%
COc1ccc(CC(=O)NC2=NCCS2)cc1	-11%	6%	-44%	-3.1%	2%	-0.2%	x	1.1%	-2%
Cc1ccc(S(=O)(=O)N2CCN(CC(=O)NC3CCCc4ccccc43)CC2)c(C)c1 (configuration not stated)	-8%	-1%	-10%	-2.3%	-1%	-0.1%	i	-3.0%	-6%
O=C(Nc1cnccn1)c1cccnc1	-1%	7%	17%	-7.1%	-1%	0.2%	i	-1.0%	-1%
O=C(CSc1nnc(-c2ccc(S(=O)(=O)N3CCCC3)cc2)n1CC1CCCO1)NC1CC1 (configuration not stated)	-10%	3%	-17%	0.9%	-10%	-0.1%	i	-0.1%	-6%
NC(=O)C1CCN(C(=O)CSc2nc3ccccc3s2)CC1	9%	-2%	-4%	-0.9%	4%	0.2%	i	-2.0%	-6%
COCC(=O)N(Cc1nc2sc(C)c(C)c2c(=O)[nH]1)C1CCCCC1	4%	4%	-18%	5.9%	5%	0.6%	i	0.1%	-6%
Cc1c(C(=O)NCCS(=O)(=O)N2CCN(c3ccccc3F)CC2)cccc1[N+](=O)[O-]	-12%	-5%	-36%	-2.0%	-7%	0.3%	x	0.6%	-3%
Cc1ccc(C(=O)CC(=O)COc2ccc(Cl)cc2C)cc1	-43%	12%	28%	-6.5%	-3%	-0.4%	i	6.0%	0%
O=C(NC(=O)N1CCCCCC1)c1ccc(Cl)cc1	-37%	9%	3%	-3.0%	-13%	1.3%	x	0.3%	-3%
O=C(Nc1ccc(N2CCOCC2)cc1)Nc1cnsn1	-25%	-6%	15%	-2.6%	-4%	-0.8%	i	0.6%	2%
O=C(COc1ccccc1)Nc1ccccc1N1CCCCC1	-12%	-6%	-15%	1.6%	-10%	-0.2%	i	-0.3%	-2%
COc1cccc(NS(=O)(=O)c2c(C(=O)N3CCCCCC3)c(C)n(C)c2C)c1	-44%	1%	0%	-3.9%	-8%	0.0%	x	-0.7%	-4%
O=C(NC1CC1)C1=C[C@@H](c2c[nH]c3ccccc23)C[C@@H](OCc2ccc(CO)cc2)O1	0%	1%	28%	2.3%	16%	0.1%	i	-1.1%	-8%
CCn1cc(CNC(=O)c2cc([N+](=O)[O-])c(C)c([N+](=O)[O-])c2)cn1	1%	2%	21%	0.5%	17%	-0.2%	i	4.5%	-11%
CCOc1ncccc1C(=O)OCC(=O)N(CC(C)C)C1CCS(=O)(=O)C1 (configuration not stated)	-34%	4%	14%	-3.3%	-7%	x	i	-1.1%	-9%
O=C1OCC/C1=C\c1ccc2c(c1)OCO2	0%	2%	3%	1.7%	-3%	0.5%	i	1.2%	1%
CCCn1c(SCc2ccccc2)nc2c1c(=O)[nH]c(=O)n2C	26%	-3%	-24%	-4.1%	4%	-0.1%	i	-2.5%	-4%

Screening results (PubChem BioAssay)
